DT40 TDP1 CPT – qHTS for Inhibitors of human tyrosyl-DNA phosphodiesterase 1 (TDP1): qHTS in cells in presence of CPT. chicken DT40 Tdp1-/-;hTDP1 cells + 20 nM CPT, ATP luminescence, 48 h. Potency, µM (doses to about 46.2 µM), inactives show at the top dose activity change, negative = growth inhibition, actives largely listed as inhibitors. actives 12% (n = 420,000). AID 686979, 2013; further: nearly all actives have a fitted effect of over 55% in size
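Chicken DT40 Tdp1-/- cells complemented with human TDP1, 400 cells/well, exposed to compounds plus 20 nM camptothecin for at least 48 h at 37 C; viability read as ATP content by CellTiter-Glo luminescence.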
FEN1 inhibitor – qHTS Assay for the Inhibitors of Human Flap endonuclease 1 (FEN1); Recombinant FEN1 flap cleavage, fluorescence, 15 min; Potency, µM (series often up to 114 µM), for the others: at the top dose activity change, negative = inhibition, actives largely listed as inhibitors; actives 0.35% (n = 390,000); AID 588795, 2011; further: nearly all actives have a fitted effect of over 65% in size
Target sequence (P39748 whole entry, looked up): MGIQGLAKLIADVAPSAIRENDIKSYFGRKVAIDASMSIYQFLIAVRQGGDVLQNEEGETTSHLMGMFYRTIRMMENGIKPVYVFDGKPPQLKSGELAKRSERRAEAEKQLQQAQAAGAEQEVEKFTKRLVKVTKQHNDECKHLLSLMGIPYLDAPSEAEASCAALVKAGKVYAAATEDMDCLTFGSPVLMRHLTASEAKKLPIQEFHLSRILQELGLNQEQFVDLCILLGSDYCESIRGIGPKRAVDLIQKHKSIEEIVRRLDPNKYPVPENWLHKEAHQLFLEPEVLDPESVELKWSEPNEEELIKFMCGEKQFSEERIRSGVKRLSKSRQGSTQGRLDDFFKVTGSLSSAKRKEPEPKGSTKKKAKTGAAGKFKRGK
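FEN1 at 10 nM, compound pretreatment for 15 min (room temperature), 50 nM final substrate to initiate; endpoint reads at 0 and 15 min; DMSO-only plates used as vehicle background.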
N370S GC – qHTS Assay for Inhibitors and Activators of N370S glucocerebrosidase as a Potential Chaperone Treatment of Gaucher Disease; Lysosomal acid glucosylceramidase (Homo sapiens), P04062; N370S GC spleen homogenate, 4MU-glucoside fluorescence; Potency, µM (titrated, usually from 59.4 µM), for the others: at the highest dose activity change, negative = inhibition, actives largely listed as inhibitors; actives 0.092% (n = 330,000); AID 2101, 2009;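 further: 0% = full enzyme activity and -100% = no enzyme basal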
* = called active by the depositor; ? = inconclusive; . = not tested or not shown; & = joins results of further samples; [ ] = remark or other dose. The call rests on the fitted dose curve; in most records, active means well fitted curve in the direction sought with a large enough effect; inconclusive means small, poorly fitted or top-dose-only effect, or another doubt; inactive means no such curve, though single readings can be large; an effect the other way counts as inactive or inconclusive. Unless noted, on the % scale 0 is the no-effect control and ±100 the full control effect; potency means the concentration at half of the fitted maximal effect. The list is partial. The share of hits here may be higher or lower than overall.

Values in the order: FEN1 inhibitor, DT40 TDP1 CPT, N370S GC
O=C(NC(=S)Nc1ccccc1N1CCOCC1)c1cccc([N+](=O)[O-])c1
  -19.9%, -18.8%, -9.3%
O=C(Cn1cnc([N+](=O)[O-])c1)c1ccc(Cl)cc1
  -0.4%, -22.8%, -7.4%
Cc1c2cnn(CC(=O)NCCN3CCOCC3)c(=O)c2c(C)n1Cc1ccccc1
  5.8%, -1.7%, -2.2%
CCC(C)(C)n1nnnc1C(c1ccc2ncccc2c1)N1CCCCCC1 (stereo unspecified)
  4.6%, 11.2µM*, -6.7%
Cc1cccc(NC(=O)C(Cc2ccccc2)NS(=O)(=O)c2ccc3c(c2)c(=O)n(C)c(=O)n3C)c1 (stereo unspecified)
  -0.9%, ?, .
O=C(CC(c1ccccc1)c1ccccc1)Nc1ccc2c(c1)OCCO2
  1.0%, ?, -4.1%
CC(C)(C)S(=O)N1Cc2cn(Cc3ccccc3)c(=O)cc2[C@@H]1CCO (stereo partly specified)
  -0.7%, 15.0%, .
COc1cc(N2C(=O)C=CC2=O)ccc1N1C(=O)C=CC1=O
  50.1µM*, 0.731µM*, .
COc1cc(Cl)c(CN2CCCC(CO)(Cc3ccccc3)C2)cc1OC (stereo unspecified)
  -6.2%, ?, 3.1%
O=C1C2C(c3ccccc3)(C(=O)N1c1ccc(Cl)cc1)C2(c1ccccc1)c1ccccc1 (stereo unspecified)
  13.1%, ?, -4.6%
CCC(=O)N1CCc2cc(S(=O)(=O)NC(C(=O)NC3CCCc4ccccc43)C(C)C)ccc21 (stereo unspecified)
  -2.1%, -24.6%, -9.7%
OCCNCc1ccc(-c2ccccc2)cc1
  2.9%, -25.9%, 0.9%
CCc1ccc2[nH]c(=O)c(-c3ccccc3)c(O)c2c1
  -6.3%, 18.3%, -5.4%
CCc1nnc(SCC(=O)N2CCc3ccccc32)n1CC
  -2.9%, -6.2%, 1.4%
CCc1nc2oc3ccccc3c(=O)c2cc1C(=O)OC
  3.1%, -0.3%, 0.9%
CC1CCCN(S(=O)(=O)c2ccc(N3CCCCS3(=O)=O)cc2)C1 (stereo unspecified)
  17.5%, -21.4%, .
Cc1c(NC(=O)c2ccc3c(c2)C(=O)N(CC2CCCO2)C3=O)cccc1C(=O)O (stereo unspecified)
  5.1%, 2.4%, 0.8%
COc1cc(F)ccc1S(=O)(=O)NCc1cccnc1
  2.0%, 10.0%, 2.8%
CCN(Cc1ccccc1)C(c1ccc(C(F)(F)F)cc1)c1nnnn1C(C)(C)C (stereo unspecified)
  -2.1%, ?, .
COc1ccc(Nc2nc(N)nc(CN3CCC(C)CC3)n2)cc1
  1.9%, 0.9%, 6.2%
O=C(c1ccco1)N1CCN(c2ncnc3c2oc2ccccc23)CC1
  -19.3%, 20.6µM*, 5.1%
O=C(NCc1ccccn1)c1cc(-c2ccccc2Cl)nc2ccccc12
  2.7%, -6.3%, -14.6%
O=C(NC1CC1)c1cc(=O)c2ccccc2o1
  -2.8%, -15.2%, 9.7%
CCOc1ccc(-n2c(=O)c3sccc3n(Cc3cccc([N+](=O)[O-])c3)c2=O)cc1
  -11.4%, ?, 4.5%
CCc1cccc(NC(=O)Cn2c(=O)n(CCC(=O)NCC3CCCO3)c(=O)c3cc(OC)c(OC)cc32)c1 (stereo unspecified)
  -3.2%&-18.5%, ?, -24.9%
O=C(c1cc(=O)c2cc(Cl)ccc2o1)N(Cc1ccccc1)C1CCS(=O)(=O)C1 (stereo unspecified)
  12.6%, -17.2%, .
CC(NC(=O)Cc1cccs1)C(c1cccs1)N1CCN(c2ccccc2)CC1 (stereo unspecified)
  -16.9%, ?, .
O=C(CCCn1c(=O)c2cccn2c2cccnc21)N1CCN(c2ccccc2F)CC1
  -8.3%, -0.8%, 4.0%
Cn1ncc(Cl)c1C(=O)N1CCN(c2ncccn2)CC1
  5.1%, -0.2%, -1.0%
O=C(COC(=O)Cc1cccc2ccccc12)Nc1ccccc1-c1ccccc1
  2.1%, -27.4%, 11.0%

Some of the entries so far, as labelled records.
O=C(NC(=S)Nc1ccccc1N1CCOCC1)c1cccc([N+](=O)[O-])c1
  FEN1 inhibitor: -19.9%
  DT40 TDP1 CPT: -18.8%
  N370S GC: -9.3%

CCOc1ccc(-n2c(=O)c3sccc3n(Cc3cccc([N+](=O)[O-])c3)c2=O)cc1
  FEN1 inhibitor: -11.4%
  DT40 TDP1 CPT: ?
  N370S GC: 4.5%

(listing goes on)
Values in the order: FEN1 inhibitor, DT40 TDP1 CPT, N370S GC
c1ccc(-c2nc3ccccc3c3nc4ccccc4n23)cc1
  -11.7%, 6.5%, 5.9%
COc1ccc(-c2cc([C@H]3[C@@H]4C=CCC[C@@]4(C)C(=O)N3Cc3ccccc3)ccc2F)cc1
  -3.3%, ?, 14.6%
O=C(CNC(=O)c1ccco1)NCC(c1ccco1)N1CCCCC1 (stereo unspecified)
  18.6%, 2.9%, .
CC(/C=C1\SC(=S)N(CCC(=O)Nc2cccc(C(=O)O)c2)C1=O)=C\c1ccccc1
  -10.6%, 9.3%, -20.5%
NC(=O)c1cc2ccccc2o/c1=N/NC(=O)c1ccccc1
  -18.1%, -9.9%, 1.1%
N#CC(=Cc1ccncc1)c1ccccc1
  -10.3%, 1.6%, .
CCOC(=O)/C(=C/Nc1ccc(F)c(F)c1)[N+](=O)[O-]
  3.3%, 4.1%, -3.8%
COc1ccc(-c2csc(NC(=O)CSCC(=O)Nc3cc(C)on3)n2)cc1OC
  -0.8%, ?, -20.1%
CN1C(=O)CSc2ccc(NC(=O)NCc3ccc(F)cc3)cc21
  12.0%, ?, 15.2%
Cc1ccc(-n2ncc3c(NCCCn4ccnc4)ncnc32)cc1Cl
  -5.4%, 20.6µM*, .
COC(=O)c1cc(C)sc1NC(=O)C1CC=CCC1C(=O)O (stereo unspecified)
  -12.0%, -6.1%, 2.6%
Cc1ccc(-c2nc(CS(=O)(=O)CC(=O)NC3CC3)c(C)o2)cc1
  -2.8%, -13.6%, -1.2%
COCCN(C(=O)C(C)C)c1nnc(-c2ccc(C(C)(C)C)cc2)s1
  -10.4%, 20.6µM*, 19.3%
COc1ccc(CC(=O)Nc2cc(Cl)ccc2O)cc1
  7.8%, -26.7%, 5.3%
CC(=O)N1CCN(C(=O)c2ccc(S(=O)(=O)Nc3ccccc3C)cc2)CC1
  -11.4%, 1.5%, -5.4%
Nc1nc(Cl)cc(Sc2ccc3ccccc3c2)n1
  -7.0%, 14.6µM*, 7.0%
CC(C)(C)N(Cc1ccccc1)C(=O)COC(=O)CNC(=O)c1ccco1
  4.5%, ?, -2.4%
CC(NC(=O)c1ccccc1SCC(=O)N1CCCC1)c1ccc(F)cc1 (stereo unspecified)
  -7.9%, 2.4%, -23.4%
O=C1CC(c2ccccc2)CN1Cc1ccccc1 (stereo unspecified)
  -12.6%, ?, -21.1%
CC(C)[C@H](NC(=O)OC(C)(C)C)C(=O)N/N=C/c1ccc2nccnc2c1
  2.1%, -8.0%, 2.2%
CCN(CC)c1ccc(/C=N/NC(=O)c2cccc(N3CCCC3=O)c2)cc1
  4.0%, -21.7%, -3.7%
COc1ccccc1NC(=O)COC(=O)C1=NN(c2ccccc2)C(=O)CC1
  -3.3%, 4.9%, .
COc1cccc(CNC(=O)C2CCCN(S(=O)(=O)c3c(C)[nH]c(=O)[nH]c3=O)C2)c1 (stereo unspecified)
  -8.3%, 10.9%, -0.2%
CCc1ccc(Cn2c(CNS(=O)(=O)c3ccc4c(c3)CCCC4)nc3cccnc32)cc1
  -19.0%, ?, .
Cc1ccc(-n2c3nc(=O)[nH]c(=O)c-3cc3c(C)nn(-c4ccccc4)c32)c(C)c1
  5.6%&8.5%, -16.0%&4.7%, 5.7%
CC(C)(C)OC(=O)N1CCC(c2c(C(=O)NCCN3CCOCC3)cnn2-c2cccc(F)c2)CC1
  13.7%, -26.3%, .
CCOc1ccccc1N(C)C(=O)Cn1cnc2onc(-c3ccc(F)cc3)c2c1=O
  -0.6%, ?, .
CCc1nc(SCC(=O)NCC2CCCO2)c2c(=O)n(C)c(=O)n(C)c2n1 (stereo unspecified)
  -13.8%, -12.1%, -9.2%
CCOC(=O)/C(C#N)=C/c1cn(CCC(=O)O)nc1-c1cccc(Br)c1
  -5.4%, 5.9%, 2.3%
CC(=O)Nc1ccc(-c2csc(NCc3ccco3)n2)cc1
  -11.0%, -13.2%, -6.2%

Profiles, quoted from the list. Screens in order: FEN1 inhibitor, DT40 TDP1 CPT, N370S GC
`Nc1nc(Cl)cc(Sc2ccc3ccccc3c2)n1` in the list: -7.0%, 14.6µM*, 7.0%
`CCc1ccc(Cn2c(CNS(=O)(=O)c3ccc4c(c3)CCCC4)nc3cccnc32)cc1` in the list: -19.0%, ?, .
`CC(/C=C1\SC(=S)N(CCC(=O)Nc2cccc(C(=O)O)c2)C1=O)=C\c1ccccc1` in the list: -10.6%, 9.3%, -20.5%
`COC(=O)c1cc(C)sc1NC(=O)C1CC=CCC1C(=O)O` (stereo unspecified) in the list: -12.0%, -6.1%, 2.6%

Next part.
Values in the order: FEN1 inhibitor, DT40 TDP1 CPT, N370S GC
COc1cc(OC)c2c(-c3cccc(-c4ccc(F)c(Cl)c4)c3)cc(=O)oc2c1
  -9.0%, ?, .
Cc1cccc(C(=O)Nc2ccc(O)cc2C(=O)O)c1
  -3.7%, -7.9%, 5.8%
O=C(OCc1nnc(-c2ccccc2)o1)C1=COCCO1
  -0.5%, -8.6%, -3.7%
Cc1ccc(C)c(CN2C(=O)c3ccccc3S(=O)(=O)c3ccc(C(=O)N4CCN(c5ccccn5)CC4)cc32)c1
  -9.7%, ?, .
Cc1nc2cc(OCc3cc(C(=O)NC(C)c4cnn(C)c4)no3)ccc2s1 (stereo unspecified)
  -2.9%, -25.6%, -8.5%
CN1C[C@@H]2C(c3ccc(Cl)nc3)C3(c4ccccc4)CC2(C3)[C@H]1c1ccccc1 (stereo partly specified)
  -10.7%, 20.6µM*, -5.9%&-11.2%
CC(=O)N1N=C(c2cccc([N+](=O)[O-])c2)OC1c1ccccc1Cl (stereo unspecified)
  -17.1%, -13.8%, 3.6%
CCn1ccnc1CN(C)Cc1cn[nH]c1-c1ccc(F)cc1F
  10.1%, ?, -3.1%
Cc1cc(C)c2nc(N(Cc3cccnc3)C(=O)Cc3ccccc3)sc2c1
  -19.9%, ?, .
O=C(CS(=O)(=O)c1ccc(F)cc1)NCCS(=O)(=O)c1ccccc1
  49.3%[activator], 3.2%, -1.7%
O=C(c1cccc(Cl)c1)N1CCN(Cc2ccccc2)CC1
  0.6%, -11.1%, -7.9%
Cc1ccc2nc(NC(=O)C3CCN(S(=O)(=O)c4ccc5c(c4)oc(=O)n5C)CC3)sc2c1
  -16.2%, 5.8µM*, -0.2%
O=C(Nc1cccc(NC(=O)c2cccs2)c1)c1ccc2c(c1)OCO2
  -10.1%, ?, -12.9%
Cc1ccc(S(=O)(=O)NCc2ccc(C(=O)N(C)CCC#N)cc2)cc1
  -7.2%, -0.5%, 2.5%
CCc1ccc(-n2c(C)nc3cc(C(=O)NCc4cccnc4)ccc32)cc1
  -4.5%, ?, -6.9%
O=C(NCCc1ccc(Cl)cc1Cl)c1ccc2nc[nH]c2c1
  15.3%, -23.7%, 9.5%
COc1ccccc1-n1c(C)nnc1SCC(=O)Nc1cccc(C(C)=O)c1
  -0.8%, -27.3%, -2.3%
CCOc1ccc(NC(=O)CSC2=NCCN2)cc1
  -2.4%, ?, -0.3%
O=C1OC(Nc2ccccn2)c2ccccc21 (stereo unspecified)
  12.2%, 3.5%, 6.3%
CN(c1ccccc1)S(=O)(=O)c1ccc2[nH]c(=O)oc2c1
  -3.6%, 11.4%, -2.3%
CC1CCN(CCOc2ccc(C(=O)c3ccccc3)cc2)CC1
  -4.4%, 16.4µM*, -0.8%
Nc1ccc(O)c(-c2nc3ccccc3s2)c1
  -7.5%, 13µM*, -2.4%
COc1cc(/C=C2\SC(=S)N(Nc3ncc(C(F)(F)F)cc3Cl)C2=O)ccc1O
  ?, 20.6µM*, -1.4%
O=C(CNC(=O)c1ccc(OC(F)F)cc1)Nc1cccc(S(=O)(=O)N2CCCC2)c1
  7.0%, -21.1%, -16.0%
CC(C)N(C(=O)COC(=O)c1ccccc1C(=O)c1ccc(Cl)c([N+](=O)[O-])c1)C(C)C
  -5.7%, ?, 8.3%
COC(=O)c1cccc(N(C(=O)c2cnccn2)C(C(=O)NCc2ccccc2)c2ccco2)c1 (stereo unspecified)
  -2.2%, -20.9%, -0.1%
C=CCCC(=O)Nc1ccc(COC(=O)N2CCOCC2)cc1
  6.0%, 0.4%, -0.4%
Cc1ccc(C(=O)OCc2cc(=O)n3nc(CC(C)C)sc3n2)cc1
  16.0%, -26.1%, .
COc1ccc(C(=O)N/C(=C\c2cn(C)c3ccccc23)C(=O)NCCN2CCOCC2)cc1OC
  21.8%, -6.7%, -13.6%

Bioassay records from PubChem BioAssay.
